Bioassay records deposited in PubChem by several laboratories.
CAL PDZ FP-1 = inhibitors of human CAL PDZ peptide binding; AID 602252; inhibition, % at 24.9 µM; Q9HD26; purified CAL PDZ, TMR-peptide fluorescence polarization, 1 h; hit rate 0.92% among 300,000;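 active = mean inhibition of at least 30% with at least half of replicates also reaching 30%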;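 also: 0% = DMSO neutral control and 100% = excess unlabeled competitor peptide PRC23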
dFosB activator = mouse delta FosB homodimer activation; P13346; purified delta FosB, TAMRA-CDK5 oligo fluorescence polarization; percent of positive-control signal above neutral wells; activation, % at 25 µM; hit rate 0.99% among 340,000;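 active = mean activation above about 17%, with every replicate also reaching it, limit read from the data, passing the limit was not always enough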;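 also: fluorescence polarization rise as delta FosB binds a TAMRA Cdk5 AP-1 oligo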
Target sequence (P13346 whole entry, looked up): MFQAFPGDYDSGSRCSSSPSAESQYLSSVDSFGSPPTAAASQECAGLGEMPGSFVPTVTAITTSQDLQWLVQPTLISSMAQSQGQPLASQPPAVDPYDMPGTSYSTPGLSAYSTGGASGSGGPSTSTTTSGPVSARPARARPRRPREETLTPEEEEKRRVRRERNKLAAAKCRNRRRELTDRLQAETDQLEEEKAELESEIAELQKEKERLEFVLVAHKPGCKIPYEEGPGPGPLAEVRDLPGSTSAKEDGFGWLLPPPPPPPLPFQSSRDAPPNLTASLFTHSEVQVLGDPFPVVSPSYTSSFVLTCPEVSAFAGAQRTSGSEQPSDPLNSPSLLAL
MITF act = MITF TRPM1 promoter activation in melanoma cells. SK-MEL-5 TRPM1-promoter luciferase, 24 h; % of positive control, neutral wells = 0. activation, % at 12.5 µM. hit rate 0.75% among 300,000. AID 588334;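 active = mean activation of at least 80% with every replicate also reaching 80%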;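 also: 0% = neutral control wells and 100% = parthenolide positive control wells; values of inactives mirror those of a sister screen read the other way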
Wnt act = Wnt/beta-catenin pathway activation | activation, % at 9.35 µM | hit rate 1.2% among 300,000 | AID 743398 | Wnt/beta-catenin reporter cell assay, activator, plate reader; in the data active = activation above about 30%, passing the limit was not always enough;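 also: 0% = neutral control wells and 100% = positive control wells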
Rtt109 Vps75 = inhibitors of Candida albicans Rtt109/Vps75 histone acetyltransferase | Q5AAJ8 | purified Rtt109/Vps75, ThioGlo CoA-SH fluorescence, 4 h | inhibition, % at 34.9 µM | hit rate 0.16% among 330,000 | AID 540336;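 active = inhibition of at least 50% in every replicate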
Target sequence (Q5AAJ8 whole entry, looked up): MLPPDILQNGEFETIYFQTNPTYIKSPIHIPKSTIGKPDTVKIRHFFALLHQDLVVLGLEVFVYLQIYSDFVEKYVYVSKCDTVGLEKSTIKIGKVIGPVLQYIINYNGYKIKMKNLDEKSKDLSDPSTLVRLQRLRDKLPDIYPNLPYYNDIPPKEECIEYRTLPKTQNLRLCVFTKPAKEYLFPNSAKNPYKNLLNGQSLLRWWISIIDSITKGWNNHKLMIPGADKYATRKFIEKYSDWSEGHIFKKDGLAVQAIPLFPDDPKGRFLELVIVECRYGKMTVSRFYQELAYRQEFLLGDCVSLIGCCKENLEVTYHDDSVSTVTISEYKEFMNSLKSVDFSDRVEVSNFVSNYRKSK
Tat transport = blocks Tat-dependent protein export in E. coli; E. coli MC4100 TorA-mCherry Tat export, fluorescence; inhibition, % at 10 µM; hit rate 0.036% among 340,000; AID 488895;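 active = mean replicate inhibition at least 50% and at least half of replicates individually reaching 50%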;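 also: exported cargo escapes ClpAP degradation while cytoplasmic cargo is degraded and loses fluorescence; 0% = median of neutral control wells and 100% = median of NaSCN control wells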
RTF Ca sens act = cardiac RTF calcium sensitization; hit rate 0.24% among 340,000; P19429+P45379; AID 493008; activation, % at 7.2 µM; IANBD-labeled TnC RTF fluorescence at EC20 calcium; 0% EC20 calcium, 100% full calcium;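 active = activation above the mean over all tested compounds plus 3 SD, cut at about 30% in these data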;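 also: rise in fluorescence read as greater calcium sensitivity of cardiac thin filaments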
CDK5 p35 inh = CDK5/p35 (human) kinase inhibition | Q00535+Q15078 | Recombinant CDK5/p35, ADP-Glo luminescence, 60 min | inhibition, % at 10 µM | hit rate 0.01% among 330,000 | AID 488839;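 active = highest replicate inhibition of at least 50% and at least 75% of replicates reaching 50%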;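 also: plate controls were DMSO neutral control for no effect and GW8510 at 10 µM for full effect; many of its hits are not listed in these tables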
CAL PDZ FP-2 = inhibitors of human CAL PDZ peptide binding; Q9HD26; purified CAL PDZ, TMR-peptide fluorescence polarization, 1 h; inhibition, % at 20 µM; hit rate 0.02% among 330,000; AID 504414;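 active = highest replicate inhibition of at least 40%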;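 also: plate controls were DMSO neutral control wells for no effect and unlabeled competitor peptide control wells for full effect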
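Control set: unlabelled peptide and DMSO controls / Material: purified CerCALP PDZ construct / Timing: 1 h incubation at room temperature before polarization reading / Doses: 20 µM, one dose / Detection: fluorescence polarization (mP)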
V-ATPase pHluor = alters yeast V-ATPase proton transport | S. cerevisiae, pHLuorin cytosolic pH fluorescence | response, % at 10 µM | hit rate 0.37% among 350,000; in the data active = response mostly above about 7.3%, no sharp cut-off; inactive = mostly below about 5.4%; also: actives read high; inactives centre near 0; some compounds called inactive have numbers as strong as hits
The depositor's hits bear a star; & = joins results of further samples. Compounds were not picked by outcome; 4.1% or so of the library scored in one or more.

The opening two records, to show the layout:
How did CCC(C)C(NC(=O)C1CCC(C)CC1)C(=O)NCc1ccccn1 (stereo not given) do in these assays?
CAL PDZ FP-1: -1; dFosB activator: -2; Rtt109 Vps75: -5; Tat transport: -5; RTF Ca sens act: 1; CDK5 p35 inh: -1.1; CAL PDZ FP-2: -0.3; V-ATPase pHluor: -4

How did O=C(CSc1nc2ccccc2o1)Nc1nccs1 do in these assays?
dFosB activator: 10; MITF act: 33; Wnt act: 5; Rtt109 Vps75: -13; Tat transport: -13; RTF Ca sens act: 3; CDK5 p35 inh: 1.7; CAL PDZ FP-2: -1.0; V-ATPase pHluor: -2

The listing, from the first entry:
How did CCC(C)C(NC(=O)C1CCC(C)CC1)C(=O)NCc1ccccn1 (stereo not given) do in these assays?
CAL PDZ FP-1: -1; dFosB activator: -2; Rtt109 Vps75: -5; Tat transport: -5; RTF Ca sens act: 1; CDK5 p35 inh: -1.1; CAL PDZ FP-2: -0.3; V-ATPase pHluor: -4

How did O=C(CSc1nc2ccccc2o1)Nc1nccs1 do in these assays?
dFosB activator: 10; MITF act: 33; Wnt act: 5; Rtt109 Vps75: -13; Tat transport: -13; RTF Ca sens act: 3; CDK5 p35 inh: 1.7; CAL PDZ FP-2: -1.0; V-ATPase pHluor: -2

What do the screens show for `CN(CC(=O)Nc1ccc(OC(F)(F)F)cc1)C(=O)c1ccccc1SCC(=O)N1CCCC1`?
CAL PDZ FP-1: -1; dFosB activator: -12; MITF act: 0; Wnt act: -4; Rtt109 Vps75: 3; Tat transport: 8; RTF Ca sens act: -3; CDK5 p35 inh: -0.5; CAL PDZ FP-2: -1.2; V-ATPase pHluor: 1

What do the screens show for `COC(=O)c1ccc(CSc2nnc(NCc3ccccc3)s2)o1`?
CAL PDZ FP-1: -7; dFosB activator: -6; MITF act: 12; Rtt109 Vps75: 3; Tat transport: -5; RTF Ca sens act: 17; CDK5 p35 inh: 0.7; CAL PDZ FP-2: -0.6; V-ATPase pHluor: -2

What do the screens show for `COc1ccccc1C1NC=C([N+](=O)[O-])C=C1[N+](=O)[O-]` (stereo not given)?
CAL PDZ FP-1: 0; dFosB activator: -5; MITF act: -11; Wnt act: 3; Rtt109 Vps75: 2; Tat transport: -1; RTF Ca sens act: 6; CDK5 p35 inh: 0.5; CAL PDZ FP-2: -1.5; V-ATPase pHluor: -3

Results for Cc1ccc(NC(=O)N2CCCC2C(=O)NCC2CCCCC2)cc1 (stereo not given) ?
CAL PDZ FP-1: -4; dFosB activator: 1; Wnt act: -1; Rtt109 Vps75: 1; Tat transport: -3; RTF Ca sens act: 0; CDK5 p35 inh: -1.0; CAL PDZ FP-2: -0.2; V-ATPase pHluor: 2

What do the screens show for `COc1ccc(N=Nc2cnc(C)nc2-c2ccccc2)cc1`?
CAL PDZ FP-1: -2; dFosB activator: -5; MITF act: -6; Wnt act: -5; Rtt109 Vps75: -3; Tat transport: -7; RTF Ca sens act: 0; CDK5 p35 inh: 1.2; CAL PDZ FP-2: -2.6; V-ATPase pHluor: 4

Results for CN(C)CCCNc1ncnc2oc(-c3ccccc3)c(-c3ccccc3)c12 ?
CAL PDZ FP-1: -13; dFosB activator: 2; MITF act: -3; Wnt act: 3; Rtt109 Vps75: 3; Tat transport: 5; RTF Ca sens act: -1; CDK5 p35 inh: 0.1; CAL PDZ FP-2: -5.4; V-ATPase pHluor: 0

How did CC1CCN(S(=O)(=O)c2ccc(C(=O)N3CCCC(C(F)(F)F)C3)cc2)CC1 (stereo not given) do in these assays?
CAL PDZ FP-1: -2; dFosB activator: -6; MITF act: -9; Wnt act: -2; Rtt109 Vps75: 0; Tat transport: 3; RTF Ca sens act: 2; CDK5 p35 inh: 1.1; CAL PDZ FP-2: -0.1; V-ATPase pHluor: 0

How did O=C(COc1ccccc1-c1ccccc1)N/N=C/c1cccnc1 do in these assays?
dFosB activator: -17; MITF act: -11; Wnt act: -1; Rtt109 Vps75: -2; Tat transport: -4; RTF Ca sens act: 4; CDK5 p35 inh: -0.9; CAL PDZ FP-2: -1.7; V-ATPase pHluor: 0

What do the screens show for `CCc1nnc(NC(=O)CS(=O)(=O)c2ccccc2)s1`?
CAL PDZ FP-1: -2; dFosB activator: 0; MITF act: -1; Wnt act: -1; Rtt109 Vps75: -1; Tat transport: 7; RTF Ca sens act: -7; CDK5 p35 inh: -1.4; CAL PDZ FP-2: -3.1; V-ATPase pHluor: -5

Results for CCNc1ccc(S(=O)(=O)C(F)(F)F)cc1NC(=O)C12CCC(CC1)C2 ?
CAL PDZ FP-1: -5; dFosB activator: -10; MITF act: 4; Wnt act: -3; Rtt109 Vps75: -5; Tat transport: -7; RTF Ca sens act: 8; CDK5 p35 inh: 1.0; CAL PDZ FP-2: -2.5; V-ATPase pHluor: -1

What do the screens show for `N#Cc1ccc(N2CCc3ccccc3C2)c([N+](=O)[O-])c1`?
dFosB activator: -3; MITF act: -9; Wnt act: -33; Rtt109 Vps75: 1; Tat transport: 12; RTF Ca sens act: -2; CDK5 p35 inh: -6.3; CAL PDZ FP-2: 0.0; V-ATPase pHluor: 4

What do the screens show for `CN(C)/C=C(\C(=O)c1cccc(Cl)c1)c1nnnn1-c1ccccc1`?
dFosB activator: -3; MITF act: -4; Wnt act: 0; Rtt109 Vps75: 9; Tat transport: 2; RTF Ca sens act: 1; CDK5 p35 inh: -3.6; CAL PDZ FP-2: -0.5; V-ATPase pHluor: -2

Results for COc1ccc(Nc2nc(-c3cccc([N+](=O)[O-])c3)nc3ccccc23)c(OC)c1 ?
CAL PDZ FP-1: -3; dFosB activator: -1; MITF act: 10; Wnt act: -13; Rtt109 Vps75: -2; Tat transport: 0; RTF Ca sens act: 3; CDK5 p35 inh: 0.2; CAL PDZ FP-2: -0.4; V-ATPase pHluor: 1

What do the screens show for `CCOC(=O)c1cnc(-n2nc(C)cc2C)nc1Nc1ccc(N(C)C)cc1`?
CAL PDZ FP-1: 2; dFosB activator: 1; MITF act: -39; Wnt act: 1&-3; Rtt109 Vps75: 2; Tat transport: -4; RTF Ca sens act: -2; CDK5 p35 inh: -0.3; CAL PDZ FP-2: -0.3; V-ATPase pHluor: -1

Results for Cc1ccnc(NC(=O)c2cc3ccccc3oc2=O)c1 ?
CAL PDZ FP-1: -2; dFosB activator: -4; MITF act: 16; Wnt act: 5; Rtt109 Vps75: -3; Tat transport: 1; RTF Ca sens act: -4; CDK5 p35 inh: 3.0; CAL PDZ FP-2: -2.8; V-ATPase pHluor: -1

What do the screens show for `CC1CCN(c2nc3c(N)ncnc3n2[C@@H]2O[C@H](CO)[C@@H](O)[C@H]2O)CC1`?
CAL PDZ FP-1: 0; dFosB activator: -1; Wnt act: 0; Rtt109 Vps75: 1; Tat transport: 3; RTF Ca sens act: 0; CDK5 p35 inh: -2.1; CAL PDZ FP-2: -1.1; V-ATPase pHluor: 2

How did COC(=O)CN(C(=S)Nc1ccc(F)cc1)C1CC(=O)N(c2ccccc2)C1=O (stereo not given) do in these assays?
CAL PDZ FP-1: -3; dFosB activator: 1; MITF act: -6; Rtt109 Vps75: -1; Tat transport: 3; RTF Ca sens act: -4; CDK5 p35 inh: 0.0; CAL PDZ FP-2: -0.1; V-ATPase pHluor: 3

Results for O=C(C[n+]1ccccn1)c1ccccc1 ?
CAL PDZ FP-1: -3; dFosB activator: -3; Wnt act: 6; Rtt109 Vps75: -3; Tat transport: -9; RTF Ca sens act: -3; CDK5 p35 inh: 0.6; CAL PDZ FP-2: 0.6; V-ATPase pHluor: 8

How did O=C(C1CCCCC1)N1CCc2ccccc21 do in these assays?
CAL PDZ FP-1: 1; dFosB activator: 6; MITF act: -1; Wnt act: -1; Rtt109 Vps75: -3; Tat transport: 14; RTF Ca sens act: 5; CDK5 p35 inh: 0.9; CAL PDZ FP-2: -0.2; V-ATPase pHluor: 0

Results for O=C(O)c1nn(-c2cccc(Cl)c2)c(=O)cc1O ?
CAL PDZ FP-1: 6; dFosB activator: 0; MITF act: 0; Wnt act: 0; Rtt109 Vps75: -10; Tat transport: -1; RTF Ca sens act: -3; CDK5 p35 inh: -1.8; CAL PDZ FP-2: 0.2; V-ATPase pHluor: -4

How did OCCCn1c(-c2ccccc2)nc(=S)c2c1CCCC2 do in these assays?
CAL PDZ FP-1: -1; dFosB activator: -5; MITF act: 15; Rtt109 Vps75: 6; Tat transport: 3; RTF Ca sens act: -2; CDK5 p35 inh: 3.3; CAL PDZ FP-2: -2.1; V-ATPase pHluor: 1

What do the screens show for `O=C(CSc1nnc(-c2ccc(S(=O)(=O)N3CCOCC3)cc2)o1)c1ccccc1F`?
CAL PDZ FP-1: -1; dFosB activator: -13; Rtt109 Vps75: -7; Tat transport: -1; RTF Ca sens act: -2; CDK5 p35 inh: -1.4; CAL PDZ FP-2: -1.1; V-ATPase pHluor: 5

How did CCCOc1ccc(-c2nnn(CC(=O)N3CCCC(C)C3)n2)cc1 (stereo not given) do in these assays?
CAL PDZ FP-1: 4; dFosB activator: -6; MITF act: -1; Wnt act: 2; Rtt109 Vps75: 11; Tat transport: -1; RTF Ca sens act: 2; CDK5 p35 inh: -0.1; CAL PDZ FP-2: 1.1; V-ATPase pHluor: 6

Results for CC(C)Sc1ccccc1C(=O)Nc1ccc2c(c1)n(C)c(=O)n2C ?
CAL PDZ FP-1: -7; dFosB activator: 1; Wnt act: -3; Rtt109 Vps75: 4; Tat transport: -1; RTF Ca sens act: -3; CDK5 p35 inh: -0.5; CAL PDZ FP-2: 0.2; V-ATPase pHluor: 2

How did Cc1ccc(C(=O)C2OC(=O)C(C)(C)C(=O)C2(C)C)cc1 (stereo not given) do in these assays?
CAL PDZ FP-1: -4; dFosB activator: 4; MITF act: -3; Rtt109 Vps75: 9; Tat transport: -8; RTF Ca sens act: -8; CDK5 p35 inh: 0.7; V-ATPase pHluor: -1

Results for O=C1CC(N2CCN(c3ccccn3)CC2)C(=O)N1CC(c1ccccc1)c1ccccc1 (stereo not given) ?
CAL PDZ FP-1: -4; dFosB activator: -2; MITF act: -7; Wnt act: -11; Rtt109 Vps75: 3; Tat transport: 4; RTF Ca sens act: -2; CDK5 p35 inh: 0.4; CAL PDZ FP-2: -1.2; V-ATPase pHluor: -2

What do the screens show for `Nc1nonc1C(=Nc1ccccc1)NO`?
CAL PDZ FP-1: 5; dFosB activator: 2; MITF act: 5; Wnt act: 0; Rtt109 Vps75: -1; Tat transport: 9; RTF Ca sens act: -1; CDK5 p35 inh: -0.1; V-ATPase pHluor: 2

How did O=C(COC(=O)c1ccccc1Br)NCCN1C(=O)CSC1=O do in these assays?
CAL PDZ FP-1: -7; dFosB activator: -7; MITF act: 6; Wnt act: 4; Rtt109 Vps75: 3; Tat transport: -7; RTF Ca sens act: 3; CDK5 p35 inh: 0.7; CAL PDZ FP-2: -0.6; V-ATPase pHluor: 2

What do the screens show for `COc1ccc(NC(=O)c2ccc(COc3ccccc3)o2)cc1`?
CAL PDZ FP-1: -4; dFosB activator: -10; Rtt109 Vps75: 2; Tat transport: 8; RTF Ca sens act: -2; CDK5 p35 inh: 0.4; CAL PDZ FP-2: -1.7; V-ATPase pHluor: -4
